hIAP activ: human IAP activators, primary screen, biochemical, luminescence, uHTS | Intestinal-type alkaline phosphatase (Homo sapiens), P09923 | purified human IAP, CDP-Star luminescence, 30 min; hits give high values; 1 = vehicle-only enzyme, 0 = enzyme-free background | activation factor at 10 µM | 0.16% of 330,000 active;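 active = activation factor of the enzyme at least 2-fold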; also: the source names both 10 and 20 µM as test concentration; values of inactives mirror those of a sister screen read the other way
Target sequence (P09923 whole entry, looked up): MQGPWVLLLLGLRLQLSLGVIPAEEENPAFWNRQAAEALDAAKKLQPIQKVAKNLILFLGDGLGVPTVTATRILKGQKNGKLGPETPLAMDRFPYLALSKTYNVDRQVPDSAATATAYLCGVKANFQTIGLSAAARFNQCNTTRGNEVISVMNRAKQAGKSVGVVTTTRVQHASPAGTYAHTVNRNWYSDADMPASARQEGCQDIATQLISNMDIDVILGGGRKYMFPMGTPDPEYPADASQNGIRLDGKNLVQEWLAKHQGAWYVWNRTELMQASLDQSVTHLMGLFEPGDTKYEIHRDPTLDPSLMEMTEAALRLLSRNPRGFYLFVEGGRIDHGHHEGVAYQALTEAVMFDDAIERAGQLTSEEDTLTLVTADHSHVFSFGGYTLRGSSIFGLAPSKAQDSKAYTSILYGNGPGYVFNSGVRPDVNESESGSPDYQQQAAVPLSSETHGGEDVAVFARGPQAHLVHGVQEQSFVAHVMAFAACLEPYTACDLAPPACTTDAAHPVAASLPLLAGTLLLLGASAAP
mIAP act: activators of mouse IAP, primary screen, biochemical, luminescence, uHTS; muIAP, CDP-Star luminescence, 30 min; hits give high values; 1 = vehicle-only enzyme signal, 0 = enzyme-free wells; intestinal alkaline phosphatase [Mus musculus]; AID 2805, 2010; 0.24% of 330,000 active; activation factor at 10 µM;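 active = activation factor of at least 2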; also: the source names both 10 and 20 µM as test concentration; values of inactives mirror those of a sister screen read the other way
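Assay system: mouse IAP enzyme / Compound: DMSO-dissolved test compounds / Timing: 30 min, room temperature / Measured by: luminescence from enzymatic CDP-Star hydrolysis / Control set: DMSO-only wells, enzyme-free buffer wells as negative control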
ATG4B inh: ATG4B protease inhibitors, primary screen, biochemical, fluorescence, uHTS. Cysteine protease ATG4B (Homo sapiens), Q9Y4P1. ATG4B cleavage of LC3-PLA2, NBD-HPC fluorescence, 1 h. inhibition, % at 8.33 µM. 0.51% of 340,000 active; in the data active = inhibition above about 40%
hIAP inh: human IAP inhibitors, primary screen, biochemical, luminescence, uHTS; purified IAP, CDP-Star luminescence, 30 min; inhibition, % at 10 µM; 0.12% of 330,000 active;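 active = inhibition reaching a set limit with compound at 10 µM in the primary screen, cut at about 35% in these data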;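 also: plate controls were DMSO wells with enzyme for no effect and no-enzyme buffer wells for full effect; values of inactives mirror those of a sister screen read the other way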
mIAP inh: inhibitors of mouse IAP, primary screen, biochemical, luminescence, uHTS; purified mouse IAP, CDP-Star luminescence, 30 min; inhibition, % at 10 µM; intestinal alkaline phosphatase [Mus musculus]; 0.2% of 330,000 active;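 active = inhibition of at least 40% at 10 µM in the primary screen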;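 also: plate controls were DMSO with enzyme for no effect and no enzyme wells for full effect; values of inactives mirror those of a sister screen read the other way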
MPTP inh: mitochondrial permeability transition pore inhibitors, primary screen, biochemical, isolated mouse mitochondria, absorbance | Ca2+ swelling absorbance, 30 min | inhibition, % at 10 µM | 1.4% of 360,000 active | AID 602449, 2012;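 active = inhibition of 50% or more, scaled per plate between neutral and stimulator controls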;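 also: 0% = DMSO wells given calcium and 100% = 1 mM EGTA wells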
beta cell repl: inducers of MIN6 beta-cell proliferation, primary screen, ATP luminescence, uHTS; MIN6 cells proliferation, ATPlite luminescence, 48 h; cells starved in 0.2% serum; 100% = growth in 10% serum; proliferation, % at 10 µM; AID 2380, 2010; 0.29% of 330,000 active;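 active = compounds whose signal lies at least 3.5 SD above the mean of all wells on their plate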;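 also: 0% = DMSO-treated cells in low-serum medium and 100% = 10% serum control; some compounds called inactive have numbers as strong as hits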
APOBEC3A inh: APOBEC3A ssDNA deaminase inhibitors, primary screen, selectivity assay for APOBEC3G inhibitor project, biochemical, FAM/TAMRA oligo cleavage fluorescence. DNA dC->dU-editing enzyme APOBEC-3A (Homo sapiens), P31941. recombinant A3A, FAM/TAMRA ssDNA deamination fluorescence. inhibition, % at 20 µM. 0.41% of 330,000 active;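 active = at least 40% inhibition at 20 µM here, with at most 30% in a related deaminase screen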;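 also: plate controls were A3A with DMSO for no effect and wells lacking A3A enzyme for full effect; some results filed as inactive read as strong as hits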
APOBEC3G inh: APOBEC3G DNA deaminase inhibitors, primary screen, biochemical, fluorescence, single-stranded DNA substrate, uHTS. DNA dC->dU-editing enzyme APOBEC-3G (Homo sapiens), Q9HC16. recombinant A3G, ssDNA deamination FAM/TAMRA fluorescence. inhibition, % at 20 µM. 0.28% of 330,000 active. AID 493012, 2011;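 active = inhibition of at least 40% at 20 µM, with no more than 30% in the related APOBEC3A deaminase screen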;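 also: plate controls were DMSO wells with A3G for no effect and wells lacking A3G enzyme for full effect; some compounds called inactive have numbers as strong as hits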
Target sequence (Q9HC16 whole entry, looked up): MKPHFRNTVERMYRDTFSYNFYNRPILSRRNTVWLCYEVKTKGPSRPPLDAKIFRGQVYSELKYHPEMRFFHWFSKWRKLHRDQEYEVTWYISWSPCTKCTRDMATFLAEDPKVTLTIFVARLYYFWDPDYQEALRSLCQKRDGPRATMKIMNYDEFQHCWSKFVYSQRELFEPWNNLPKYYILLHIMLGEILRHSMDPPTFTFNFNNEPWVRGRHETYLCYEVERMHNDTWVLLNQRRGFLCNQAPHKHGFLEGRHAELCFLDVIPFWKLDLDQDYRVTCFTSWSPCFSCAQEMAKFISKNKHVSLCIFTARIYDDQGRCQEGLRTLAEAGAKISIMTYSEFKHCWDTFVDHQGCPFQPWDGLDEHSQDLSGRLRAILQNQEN
Starred values were filed as active, the others as inactive. No enrichment for hits (roughly 3.3% active in at least one column).

Start of the data: the first eleven records as a preview:
SMILES,hIAP activ,mIAP act,ATG4B inh,hIAP inh,mIAP inh,MPTP inh,beta cell repl,APOBEC3A inh,APOBEC3G inh
Cc1c(/C(O)=C2/C(=O)C(=O)N(CCN(C)C)C2c2ccc(C(C)C)cc2)cnn1-c1ccccc1 (centres undefined),1.1,1,-5,-8,-4,1.4,-1,-1,-3
O=S(=O)(c1cccc(C(F)(F)F)c1)N1CCN(c2ccccc2)CC1,0.94,1,7,6,-3,0.8,-2,0,-1
Cc1cc(=O)[nH]c(N2CCCNCC2)n1,0.84,1.1,4,16,-7,0.6,0,-7,-4
O=C(CCl)NN=C(c1ccccc1)c1ccccc1,1,0.99,22,-4,1,0.1,-5,1,-2
COc1ccc(Br)cc1CN(C)C(=O)c1ccc2c(c1)NC(=O)C(C)S2 (centres undefined),0.99,0.98,3,1,2,3.1,-3,1,-13
O=C(NNC(=O)c1ccc([N+](=O)[O-])o1)c1ccccc1,0.89,1.1,11,11,-6,-1.2,-3,4,3
Cc1cc(C)c2nc(N3CCCN(C(=O)c4ccco4)CC3)c(C#N)cc2c1,1,0.92,3,0,8,12,-3,-3,-2
COc1ccc(Cl)cc1C(=O)Nn1c(C)nc2ccccc2c1=O,0.91,0.98,-11,9,2,-0.4,-3,-4,-8
Cc1cc(CNC(=O)COC(=O)C2CC3CCCC(C2)C3=O)cc(C)c1O (centres undefined),1.2,1,-6,-16,-3,-1.5,4,-3,-6
CCc1cccc(C)c1NC(=S)NCC1CCN(c2ccc(OC)cc2)C1 (centres undefined),0.99,1.1,17,1,-8,3.9,-6,-8,-7
Cc1ccc(C(=O)NCC(=O)N2CCCN(S(=O)(=O)c3ccc(C)cc3)CC2)cc1,1.2,1,-5,-23,-5,0.4,2,-4,-4

The listing, repeating the preview:
SMILES,hIAP activ,mIAP act,ATG4B inh,hIAP inh,mIAP inh,MPTP inh,beta cell repl,APOBEC3A inh,APOBEC3G inh
Cc1c(/C(O)=C2/C(=O)C(=O)N(CCN(C)C)C2c2ccc(C(C)C)cc2)cnn1-c1ccccc1 (centres undefined),1.1,1,-5,-8,-4,1.4,-1,-1,-3
O=S(=O)(c1cccc(C(F)(F)F)c1)N1CCN(c2ccccc2)CC1,0.94,1,7,6,-3,0.8,-2,0,-1
Cc1cc(=O)[nH]c(N2CCCNCC2)n1,0.84,1.1,4,16,-7,0.6,0,-7,-4
O=C(CCl)NN=C(c1ccccc1)c1ccccc1,1,0.99,22,-4,1,0.1,-5,1,-2
COc1ccc(Br)cc1CN(C)C(=O)c1ccc2c(c1)NC(=O)C(C)S2 (centres undefined),0.99,0.98,3,1,2,3.1,-3,1,-13
O=C(NNC(=O)c1ccc([N+](=O)[O-])o1)c1ccccc1,0.89,1.1,11,11,-6,-1.2,-3,4,3
Cc1cc(C)c2nc(N3CCCN(C(=O)c4ccco4)CC3)c(C#N)cc2c1,1,0.92,3,0,8,12,-3,-3,-2
COc1ccc(Cl)cc1C(=O)Nn1c(C)nc2ccccc2c1=O,0.91,0.98,-11,9,2,-0.4,-3,-4,-8
Cc1cc(CNC(=O)COC(=O)C2CC3CCCC(C2)C3=O)cc(C)c1O (centres undefined),1.2,1,-6,-16,-3,-1.5,4,-3,-6
CCc1cccc(C)c1NC(=S)NCC1CCN(c2ccc(OC)cc2)C1 (centres undefined),0.99,1.1,17,1,-8,3.9,-6,-8,-7
Cc1ccc(C(=O)NCC(=O)N2CCCN(S(=O)(=O)c3ccc(C)cc3)CC2)cc1,1.2,1,-5,-23,-5,0.4,2,-4,-4
CC1CCN(C(=O)CSc2nc3c(cnn3-c3ccccc3)c(=O)[nH]2)CC1,0.88,1.1,-4,12,-8,-2.1,-2,-3,-13
COc1ccc(S(=O)(=O)Cc2ccc(C(=O)NCc3ccccn3)o2)cc1,0.88,0.87,-1,12,13,-0.8,-3,1,-10
OCCc1ccc(-c2ccc(Cl)cc2)o1,1.1,1,-12,-8,-2,-0.7,0,-4,-9
C/C(=N\NC(=O)Cn1c(C)nc2ccccc21)c1cccs1,1.1,0.98,2,-12,2,4.0,0,-3,-5
CCOC(=O)N1CCN(CCC(=O)Nc2ccccc2)CC1,1.3,1.1,-7,-26,-7,0.8,-3,-5,-3
O=C(CCC(=O)c1ccccc1)Nc1cccnc1,1.1,1,4,-7,0,-2.4,0,-2,-3
O=C(CN1CCOCC1)Nc1c(Cl)cc(Cl)cc1Cl,0.92,0.95,2,8,5,-0.7,3,-2,-6
CCCCC(=O)Nc1c2c(nn1-c1cccc(C)c1C)CS(=O)(=O)C2,1,0.97,-2,-4,3,-0.9,2,0,-3
Cc1cc(C(C)(C)C)oc1C(=O)N(CC(=O)NC1CCCC1)c1c(C)cccc1C,0.91,1.2,22,10,-15,1.9,-4,-1,4
COc1ccc(OCC(=O)NS(=O)(=O)c2ccccc2)cc1,0.93,0.99,-1,7,1,-0.6,0,1,-6
Cc1ccccc1S(=O)(=O)Oc1ccccc1C(=O)Oc1ccccc1,1,1.1,26,-1,-8,-2.5,-1,-4,-5
Cc1cc(C(C)(C)C)oc1C(=O)N(CC(=O)NC1CCCC1)Cc1ccccc1Cl,1.3,1.2,8,-34,-16,0.0,-5,-7,-1
Cc1cc(N/C=C\C(=O)c2ccc(Cl)c(Cl)c2)no1,1.2,1,9,-23,-4,0.7,-2,-4,35
FC(F)Sc1ccc(NC(=S)NCc2ccccc2)cc1,1,2.1*,44*,0,-106,85*,-6,-4,-8
O=S(=O)(c1ccccc1)c1cnn(-c2ccccc2)c1-c1ccc(F)cc1,1,0.94,1,0,6,5.9,-1,2,-6
Cc1cccc(N2CCN(C(=O)c3cccc(N4CCCC4=O)c3)CC2)c1C,1.3,1,-12,-32,-3,-2.0,-1,-5,-4
Cc1oc(-c2ccc(F)cc2)nc1CN(Cc1ccccn1)CC1CCCO1 (centres undefined),1.1,1,27,-7,-3,0.0,-1,-4,-5
Cc1onc(-c2ccccc2Cl)c1C(=O)NCCCN1CCOCC1,1.1,1.1,-3,-8,-10,4.4,0,4,4
CCN(CC)C(=S)SCC(=O)Nc1ccc(S(N)(=O)=O)cc1,1,1,-29,-1,0,0.7,0,-6,-4
C#CCNC(=O)C1=C[C@@H](C2CC2)C[C@@H](OCc2ccc(CO)cc2)O1,0.93,1,-10,7,0,-0.1,-1,0,-5
O=C(C1=C[C@H](c2ccc3c(c2)OCO3)C[C@H](OCc2ccc(CO)cc2)O1)N1CCOCC1,0.98,1,-14,2,-2,-0.7,3,0,1
CCCOC(=O)C1=C(C)NC2=C(C(=O)CC(C)(C)C2)C1c1cccnc1 (centres undefined),1.2,0.96,-9,-18,4,2.0,0,-3,-5
CCOP(=O)(OCC)C(C#N)=C1SCN(c2ccccc2)CS1,1,0.83,-6,0,17,-2.4,-3,2,0
O=C(OC1CCCCC1)c1cc2ccccc2oc1=O,0.97,0.97,0,3,3,-0.1,-1,-2,-6
CC(NC(=O)c1ccco1)c1ccc(-n2ccnc2)cc1 (centres undefined),0.93,1,9,7,-1,-2.9,2,2,-2
Cc1ccc(C(=O)C(C)OC(=O)Cc2n[nH]c(=O)c3ccccc23)cc1 (centres undefined),0.89,1,-8,11,0,0.2,-2,1,2
CN1C(=O)C(C)(C)c2cc(S(=O)(=O)N3CCCC3C(=O)NCc3ccccc3Cl)ccc21 (centres undefined),0.79,1,1,22,0,-0.7,-4,0,-4
O=C(O)CSCC(=O)N1CCN(c2ccnc3cc(Cl)ccc23)CC1,1.3,1,-1,-27,-5,-0.2,-2,-6,-7
COc1cccc(C(C(=O)NC(C)(C)C)N(C(=O)CCC(=O)Nc2cc(C)on2)C(C)C)c1OC (centres undefined),0.86,0.9,-13,14,10,1.9,3,2,-4
CCC(C(=O)O/N=C(\N)c1cccc(C)c1)c1ccccc1 (centres undefined),0.86,0.95,2,14,5,-0.3,-1,3,-3
CC1CN(C(=O)COC(=O)c2ccc(N)c([N+](=O)[O-])c2)CC(C)O1 (centres undefined),1,1.1,0,0,-6,-1.4,0,-2,-8
Cc1nnc(NC(=O)CSc2ccccc2N)s1,1.1,1,-5,-10,0,3.0,-3,-5,2
O=C(Nc1ccc(Cl)c(S(=O)(=O)N2CCOCC2)c1)c1cc2ccccc2oc1=O,0.88,1,1,12,0,3.0,0,-2,-7
O=C(O)c1ccc(Cn2cnc3cccnc32)cc1,0.98,0.96,-3,2,4,-0.3,-1,-2,-7
Cn1c(=O)c2c(nc(Cl)n2CC(=O)NC2(C#N)CCCCC2)n(C)c1=O,1.3,0.99,8,-33,1,-1.5,3,0,-6
COc1ccc(N2CC(C(=O)NCCS(=O)(=O)N3CCN(c4ccccc4)CC3)CC2=O)cc1 (centres undefined),1,0.95,5,-2,5,-1.1,2,0,-4
Cc1ccc(S(=O)(=O)Nc2ccccc2F)cc1C(=O)NCCCN1CCCC1=O,0.86,1,-3,14,-1,0.6,-1,8,-9
C/C(=N/NC(=O)c1nnn(-c2nonc2N)c1-c1ccccc1)c1ccncc1,0.97,0.98,2,3,2,-0.2,0,-3,-5
COc1ccc(S(=O)(=O)Nc2cccc(C(C)=O)c2)cc1Br,1,0.9,-3,-2,10,-0.9,-3,-4,-14
O=C1[C@H]2[C@@H](c3ccc(Cl)cc3)N3C(=O)N(c4cccc(F)c4)C(=O)[C@@]3(Cc3ccccc3)[C@H]2C(=O)N1C1CCCCC1,0.84,1.1,-5,16,-7,0.6,-7,-1,-11
Cc1nc(C(=O)NCC(=O)c2ccc(Cl)cc2)c(C(F)(F)F)o1,1,1.1,10,-4,-6,2.9,-1,0,-4
CCN(C(=O)CSc1cc(C)c2ccccc2n1)c1c(N)n(Cc2ccccc2)c(=O)[nH]c1=O,0.98,1.1,-3,2,-6,-0.3,-3,8,-7
CCN(CC)CC#CCC(O)(c1ccccc1)C1CCCCC1 (centres undefined),0.99,1,0,1,-2,-2.5,-2,-6,-13
O=C(COc1ccc2c(c1)OCO2)Nc1nncs1,0.97,1,-4,3,-3,-0.9,-6,-4,-3
N#CC(Nc1ccccc1)c1ccccc1OCc1ccccc1 (centres undefined),0.84,0.96,11,16,4,1.3,-3,0,-4
